Compound activity as filed in PubChem.
Pf growth 48h: P. falciparum growth inhibition at 48 hours (one generation). hit rate 5.9% among 310,000. P. falciparum luciferase growth in erythrocytes, 48 h. Potency, µM (top dose mostly 28.7 µM), without a hit: top-dose activity change, negative = inhibition, actives largely listed as inhibitors; note: potency is the fitted concentration of half-maximal effect; % is set by controls: 0 for no effect and ±100 for the full control effect
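Compounds are pin-transferred into medium, infected erythrocytes (2% hematocrit, 0.1% parasitemia final) are added, and plates sit one parasite generation at 37 C in 5% CO2. Detection reagent is then added and luminescence measured.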
CHX counter: counter-screen for Shiga toxin inhibitors: cycloheximide protein synthesis inhibition | max response, % | cell reporter, cycloheximide protein synthesis inhibition counterscreen | hit rate 12% among 300,000; in the data active = max response mostly above about 13%, no sharp cut-off; inactive = mostly below about 14%; note: read at 38.3 µM for the half of the compounds with a filed dose; 0% is about no effect
TbPYK inhibitor: inhibitors of Trypanosoma brucei pyruvate kinase. Q57TT1. TbPYK enzyme, Kinase-Glo Plus ATP luminescence, 45 min. Potency, µM (top dose mostly 76.8 µM), for inactives: at the highest dose activity, negative = inhibition, actives largely listed as inhibitors. hit rate 0.12% among 410,000; note: potency is the fitted concentration of half-maximal effect; % is set by controls: 0 for no effect and ±100 for the full control effect; nearly all actives have a fitted effect of over 50% in size
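Screened from lowest to highest concentration, compounds were pinned into TbPYK/substrate mixtures, and ADP (130 uM final) was added. Plates sat at room temperature for 45 min prior to Kinase-Glo Plus detection by luminescence.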
Shiga inhibitor: inhibitors of Shiga toxin in Vero cells; hit rate 9.2% among 290,000; inhibition, % at 38.7 µM; Vero cells, Shiga toxin protein synthesis inhibition reporter; AID 2315; in the data active = inhibition mostly above about 28%, no sharp cut-off; inactive = mostly below about 43%; note: 0% is about no effect
AMA1-RON2 inh: inhibitors of Plasmodium falciparum AMA1-RON2 interaction. AlphaScreen AMA1-biotinylated RON2 peptide binding. hit rate 0.2% among 360,000. Potency, µM (series often up to 58.2 µM), without a hit: at the highest dose activity change, negative = inhibition, most hits filed as inhibitors;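 note: potency is the fitted concentration of half-maximal effect; 0% = vehicle wells and -100% = peptide control; nearly all actives have a fitted effect of over 45% in size; some results filed as inactive show a strong effect at the top dose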
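AMA1 (3D7) with his tag at 25 nM final met compounds first, then biotinylated RON2 peptide at 25 nM; detection used donor plus acceptor beads, 10 µg/mL apiece, read by AlphaScreen after 30 min at room temperature.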
Pf growth 96h: P. falciparum growth inhibition at 96 hours | Potency, µM (series often up to 28.7 µM), for the others: at the highest dose activity change, negative = inhibition, hits mostly inhibitors | hit rate 6.9% among 320,000 | P. falciparum luciferase reporter growth, 96 h; note: potency is the fitted concentration of half-maximal effect; % is set by controls: 0 for no effect and ±100 for the full control effect
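Two parasite generations (96 h, 37 C, 5% CO2) of compound exposure in infected erythrocytes (0.05% parasitemia, 2% hematocrit). Luciferase-reporter P. falciparum; decreased luminescence indicates inhibited growth, aimed at apicoplast-acting delayed death.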
LmPK inhibitor: inhibitors of Leishmania mexicana pyruvate kinase. Potency, µM (titrated, usually from 57.5 µM), for the others: at the highest dose activity change, negative = inhibition, most hits filed as inhibitors. hit rate 0.37% among 290,000. AID 1721. purified LmPK, Kinase-Glo ATP luminescence, 1 h. Q27686; note: potency is the fitted concentration of half-maximal effect; % is set by controls: 0 for no effect and ±100 for the full control effect
Target sequence (Q27686 whole entry, looked up): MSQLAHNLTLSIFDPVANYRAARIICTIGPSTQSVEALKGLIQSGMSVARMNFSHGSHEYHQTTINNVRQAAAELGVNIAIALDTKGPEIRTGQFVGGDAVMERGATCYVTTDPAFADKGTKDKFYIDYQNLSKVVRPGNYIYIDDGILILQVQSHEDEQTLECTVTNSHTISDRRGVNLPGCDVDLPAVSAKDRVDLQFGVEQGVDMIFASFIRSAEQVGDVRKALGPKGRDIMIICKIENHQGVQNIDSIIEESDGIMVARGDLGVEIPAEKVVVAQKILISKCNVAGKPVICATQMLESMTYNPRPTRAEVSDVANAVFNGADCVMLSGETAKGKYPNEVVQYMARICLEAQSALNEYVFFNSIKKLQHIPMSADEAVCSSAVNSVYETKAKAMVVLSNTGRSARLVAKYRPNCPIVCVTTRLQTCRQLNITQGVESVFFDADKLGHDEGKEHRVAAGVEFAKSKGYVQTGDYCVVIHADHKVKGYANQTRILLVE
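Purified LmPK (0.1 nM) with 0.5 mM PEP and 0.1 mM ADP in imidazole buffer pH 7.2 with MgCl2/KCl, 1 h at room temperature. ATP formed was read by luciferase luminescence and normalized to no-enzyme and uninhibited controls.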
Numbers without * were called inactive; i = inactive; ? = inconclusive; . = not tested or not shown; & = joins results of further samples; [ ] = dose if it differs, or a comment. Unless noted, calls come from the whole dose curve; as a rule, active = well fitted curve in the direction sought with a large enough effect; inconclusive = small, poorly fitted or top-dose-only effect, or another doubt; inactive = no such curve, though single readings can be large; an effect the other way counts as inactive or inconclusive.

molecule	Pf growth 48h	CHX counter	TbPYK inhibitor	Shiga inhibitor	AMA1-RON2 inh	Pf growth 96h	LmPK inhibitor
CC(C)Oc1ccc(C(=O)NC(C)(C)CO)cc1	11%	13	-1%	-7	6%	.	0%
O=C(NCc1nnc(SCC(=O)N2CCOCC2)o1)c1c(F)cccc1Cl	32%	15	2%	14	19%	?	2%
COC(=O)C1=C(c2ccc(OC)c(OC)c2)C[C@@H]2CC[C@H]1N2C(=O)NCCOc1ccc(OC)cc1	?	.	5%	.	-3%	-25%	.
CCCN1CCN(CCCNC(=O)Cn2cc3c(n2)CCCC3)CC1	0%	-3	-4%	12	5%	12%	0%
O=C(NC1CCN(S(=O)(=O)c2cccc(F)c2)CC1)c1ccc(F)cc1	?	2	-3%	2	0%	10µM*	-2%
CC(=O)Nc1sc(N/N=C/c2ccc(C)cc2)nc1-c1ccc(C)cc1	?	52*	-11%	71*	17%	?	22%
COc1ccc(N2C(=O)Cc3ccccc3C2=O)cc1	4%	-4	6%	-5	4%	25%	5%
O=c1c2ccccc2[nH]c(=S)n1CCN1CCc2ccccc2C1	?	-2	-1%	-6	88%[activator]	?	-1%
CCn1c(=O)cc(OCC(=O)NCc2cccs2)c2ccccc21	7%	-6	-4%	-18	5%	35%[activator]	0%
Nc1nc(Nc2cccc(Cl)c2)nc(NCCO)c1[N+](=O)[O-]	-24%	7	-2%	12	-18%	?	8%
CCOc1ccc(N=C(NC#N)SCC(=O)NC2CC2)cc1	44%[activator]	-2	-2%	31	12%	-6%	-7%
CC(=O)c1cccc(N=Nc2c(C)[nH]c3ccccc23)c1	18%	50*	7%	93*	0%	?	4%
CC(Cc1ccccc1)NC(=O)Cc1ccc([N+](=O)[O-])cc1 (centres undefined)	?	6	0%	4	-2%	?	-2%
CCOc1c(C)cnc2c1c(=O)n(CC(=O)NCC1CCCO1)c(=O)n2C (centres undefined)	1%	.	6%	.	21%	11%	.
CCN1C(=O)[C@@H]2[C@H](C1=O)[C@@H]1C(=O)Nc3ccccc3C(=O)N1[C@@H]2c1ccc(OC)cc1	?	.	1%	.	23%	?	.
COc1cccc(SCc2noc(C(=O)NCc3ccccc3)c2C(=O)NCc2ccccc2)c1	34%[activator]	-4	-3%	-8	17%	63%[activator]	2%
CC(C)C[C@H](NC(=O)NCCc1ccc(Cl)cc1)C(=O)O	1%	-10	4%	12	4%	88%[activator]	4%
CC(C)=C1C2CCC1C1C(=O)N(c3ccc(C)c(C)c3)C(=O)C21 (centres undefined)	?	-4	-2%	17	10%[2.32 µM]	?	3%
CCN(CC)S(=O)(=O)c1ccc(N/N=C/c2ccccc2OCC(=O)O)c([N+](=O)[O-])c1	10µM*	2	-2%	-12	-7%	1.7µM*	1%
O=C(CN(C(=O)c1ccccc1Cl)N1C(=O)CCCC1=O)c1ccc(Cl)cc1	-3%	1	-12%	-6	11%	20%	-1%
CC(C)CNC(=O)NC(=O)COc1c(F)c(F)cc(F)c1F	32%[activator]	3	-4%	-19	-7%	77%[activator]	2%
COC(=O)C1C(c2ccc(OC)cc2)NC(=O)NC1(O)C(F)(F)Cl (centres undefined)	2%	0	6%	-10	-15%	0%	2%
CC(=O)c1c(C)[nH]c(C(=O)OCc2ccccc2F)c1C	223%[activator]	46*	4%	95*	-6%	208%[activator]	2%
C(=N\N1CCN(c2ccccn2)CC1)/C1=C(N2CCOCC2)C(=C/c2ccccc2)/CC1	10µM*	-2	-2%	-14	-20%	-11%	1%
CCCC(c1nnnn1C(C)(C)CC)N1CCN(C2CCCC2)CC1 (centres undefined)	8%	13	2%	27	-9%	?	-3%
CCOC(=O)C1=C(c2ccccc2)Nc2nc(C)nn2C1c1cccc(OC)c1OC (centres undefined)	12µM*	-2	6%	-12	0%	9.3µM*	1%
CN1CCN(C(=O)C(C(=O)c2ccc(F)cc2)n2ccccc2=O)CC1 (centres undefined)	11%	-4	5%	17	19%	2.3µM*	-2%
CC(C)(C)C(=O)Nc1ccc(N2CCCC2)cc1	?	8	-9%	-14	0%	?	0%
CCCC(=O)N(c1ccc2oc(C)c(C(C)=O)c2c1)S(=O)(=O)c1ccc(C(=O)O)cc1	-1%	-1	4%	2	-9%	48%[activator]	-3%
O=C(CNC(=O)c1ccccc1Cl)N/N=C/c1ccc([N+](=O)[O-])s1	?	-2	13%	18	1%	?	1%
O=C1Nc2ccccc2SC1c1ccccc1 (centres undefined)	?	-3	-1%	-7	-3%	-7%	3%
O=c1[nH]c(O)c(N=Nc2ccc3c(c2)OCCO3)c(=O)[nH]1	493%[activator]	32*	-4%	88*	-17%	i	-25%
Cc1ccc2[nH]c(=O)c(CN(Cc3ccco3)C(=O)CN3CCCC(C)C3)cc2c1 (centres undefined)	-4%	2	-1%	9	12%	?	-1%
O=C(O)c1ccc(-n2nc(C(F)(F)F)c3c2-c2ccoc2CC3)cc1	-2%	-1	-9%	11	2%	.	-7%
Cc1cc2c(s1)c1cnn(Cc3ccccc3F)c(=O)c1n2C	25%&1%	30&-8&6	-1%	-2&9&0	-9%	-1%&6%	9%
NC(=O)c1ccc(Oc2cccc3cccnc23)c([N+](=O)[O-])c1	-17%	-7	-3%	4	56%[activator]	-12%	0%
COc1ccc(NS(=O)(=O)c2ccc(N3C(=O)CCC3=O)cc2)cc1	.	-1	4%	-6	8%	?	6%
Cc1cc(NC(=O)CSc2nc(C(C)C)nc3ccccc23)no1	?	2	1%	-12	-11%	?	4%
Cc1ccc(C)c(NC(=O)C2CCCN2/C=C/C(=O)C(F)(F)F)c1 (centres undefined)	16%	1	-15%	-14	8%	69%[activator]	0%
O=C(Nc1ccccc1)C1CCCN(C(=O)c2ccc(F)cc2)C1 (centres undefined)	?	.	-5%	.	4%	-14%	.
C=CCNC(=S)N1CCC(Cc2ccccc2)CC1	?	-2	-15%	-10	12%	12µM*	12%
COc1ccccc1NC(=O)Nc1nc(CC(=O)Nc2ccc(F)c(F)c2)cs1	?	.	-3%	.	-1%	?	.
CCCOc1cccc(OCC(=O)Nc2nc3ccccc3[nH]2)c1	20%	17	-1%	55	19%	-2%	4%
c1ccc(-n2cnnc2SCc2cn3ccccc3n2)cc1	37%[activator]	-1	-2%	25	-8%	?	-1%
O=C(NN1C(=O)c2ccccc2NC1c1ccoc1)c1ccccc1 (centres undefined)	84%[activator]	5	2%	24	-1%	49%[activator]	1%
Cc1noc(C)c1CCC(=O)O	1%	-2	-4%	17	-1%	3%	0%
Cc1ccnc(SCc2ccc(C(=O)O)cc2)n1	19%	-2	-14%	-9	-4%	-5%	-2%
CCN(CC)CCn1c(NC(=O)c2ccc(C)cc2)nc2ccccc21	121%[activator]	44*	-6%	.	63%[activator]	6.6µM*	4%
O=C(c1cc([N+](=O)[O-])ccc1Cl)N1CCN(c2ccc(F)cc2)CC1	-5%	-5	5%	-16	-10%	59%[activator]	4%
O=C(CSc1nnc(Cc2cc(=O)[nH]c(=O)[nH]2)n1-c1ccc(F)cc1)NC1CCCC1	.	-2	-17%	-8	18%	5.9µM*	0%
CC(=O)NC1=NN(C(C)=O)C2(S1)C(=O)N(C(C)=O)c1ccc(C)cc12 (centres undefined)	10%	-1	-1%	13	-7%	7%	3%
FC(F)Oc1ccc(NC(=S)NCc2ccccc2)cc1	15%	11*	-4%	37*	-4%[2.32 µM]	60%[activator]	-2%
O=C(NCC(c1cccs1)N1CCOCC1)c1ccc(Cl)c(S(=O)(=O)N2CCOCC2)c1 (centres undefined)	?	-1	-1%	24	15%	?	6%
Cc1ccc(C(=O)Nc2nnc(SCC(=O)N3CCCc4ccccc43)s2)cc1	?	33*	-3%	49*	-1%	-67%	-3%
COc1ccc(/C=N/NC(=O)C(C)n2cnc3ccccc3c2=O)cc1OC (centres undefined)	-4%	-4	-11%	-9	-12%	291%[activator]	3%
Cc1ccc(CCNC(=O)CN2C(=O)COc3ccc(S(=O)(=O)N4CCCCC4)cc32)cc1	0%	7	4%&2%	7	11%	17%	-1%
c1cncc(C2CC(c3cccs3)n3ncnc3N2)c1 (centres undefined)	-5%	-2	-13%	-4	-9%	4%	1%
Nc1ccc(CCN2CCCC2)cc1	5%	-1	4%	12	-12%	2%	-1%
O=S(=O)(Cc1ccc(Cl)cc1)NCC1CCCO1 (centres undefined)	-5%	-1	-9%	-7	0%	?	-3%
CCC(C)NC(=O)CSc1nc2ccccc2c(=O)n1CCCN1CCCCC1 (centres undefined)	2%	-2	1%	-5	16%	12%	5%

Following part
molecule	Pf growth 48h	CHX counter	TbPYK inhibitor	Shiga inhibitor	AMA1-RON2 inh	Pf growth 96h	LmPK inhibitor
Cc1ccc(C)c(N2CCN(S(=O)(=O)c3ccc4c(c3)NC(=O)CS4)CC2)c1	-27%	-5	-1%	-4	-11%	7.4µM*	-10%
Cc1ccc(C)c(NC(=S)NC(NC(=O)/C=C/c2ccccc2)C(Cl)(Cl)Cl)c1 (centres undefined)	?	2	0%	-9	3%	67%[activator]	3%
CN1CCOCCOCCN(C)C(=O)N2CCOCCOCCN(CCOCC2)C1=O	.	-1	-3%	-3	0%	12%	-8%
COc1cc(/C=N/O)ccc1OCc1ccc(Cl)cc1	245%[activator]	37*	.	70	.	19%	-3%
CCN1C(=O)[C@H]2[C@@H](c3ccc(-c4ccc(OC)cc4)cc3)N[C@@](C)(C(=O)OC)[C@H]2C1=O	?	.	0%	.	-1%	?	.
COC(=O)c1sc(NC(=S)NNC(=O)c2c(Br)c(C)nn2C)c(C(=O)OC)c1C	-17%	-1	-11%	-3	142%[activator]	?	-5%
COc1ccc(CCNC(=O)CCCn2c(=O)c3cccn3c3cccnc32)c(OC)c1OC	?	3	0%	-2	3%	13µM*	-5%
COc1cccc(/C=N/n2c(-c3n[nH]c4c3CCC4)n[nH]c2=S)c1O	-1%	8	?	-6	15%[2.32 µM]	7%	-3%
COc1ccc(Cl)cc1C(=O)NNC1CC(=O)N(Cc2ccc(Cl)cc2)C1=O (centres undefined)	-4%	-1	-7%	8	69%[activator]	1%	-1%
CCN1CCN(C(=O)CN(c2cc(OC)ccc2OC)S(C)(=O)=O)CC1	5%	4	-11%	-6	7%	?	-11%
CCC(=O)c1ccc(OCC(=O)N(C)CC(=O)Nc2cccc(F)c2)cc1	-16%	-5	2%	-5	8%	4%	0%

Single records, from the list above.
`CCN1C(=O)[C@H]2[C@@H](c3ccc(-c4ccc(OC)cc4)cc3)N[C@@](C)(C(=O)OC)[C@H]2C1=O` as listed: Pf growth 48h: ?; CHX counter: .; TbPYK inhibitor: 0%; Shiga inhibitor: .; AMA1-RON2 inh: -1%; Pf growth 96h: ?; LmPK inhibitor: .
`COc1cccc(/C=N/n2c(-c3n[nH]c4c3CCC4)n[nH]c2=S)c1O` as listed: Pf growth 48h: -1%; CHX counter: 8; TbPYK inhibitor: ?; Shiga inhibitor: -6; AMA1-RON2 inh: 15%[2.32 µM]; Pf growth 96h: 7%; LmPK inhibitor: -3%
